GPR151 activ – human GPR151 activation; Q8TDV0; PathHunter beta-arrestin GPR151 cells, luminescence; activation, % at 11.2 µM; hit rate 1% among 650,000; in the data active = activation above about 4.9%;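 also: 0% = median of compound wells and 100% = cells with positive control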
FBW7 activator – human FBW7 E3 ligase activation, primary screen. Q969H0. AlphaScreen FBW7–phospho-cyclin E peptide binding, activator screen. normalized activity (activation), % at 26.1 µM. hit rate 0.13% among 650,000. AID 1259310; in the data active = normalized activity above about 1.9%;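 also: purified mutant Fbw7 with reduced substrate affinity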
Target sequence (Q969H0 whole entry, looked up): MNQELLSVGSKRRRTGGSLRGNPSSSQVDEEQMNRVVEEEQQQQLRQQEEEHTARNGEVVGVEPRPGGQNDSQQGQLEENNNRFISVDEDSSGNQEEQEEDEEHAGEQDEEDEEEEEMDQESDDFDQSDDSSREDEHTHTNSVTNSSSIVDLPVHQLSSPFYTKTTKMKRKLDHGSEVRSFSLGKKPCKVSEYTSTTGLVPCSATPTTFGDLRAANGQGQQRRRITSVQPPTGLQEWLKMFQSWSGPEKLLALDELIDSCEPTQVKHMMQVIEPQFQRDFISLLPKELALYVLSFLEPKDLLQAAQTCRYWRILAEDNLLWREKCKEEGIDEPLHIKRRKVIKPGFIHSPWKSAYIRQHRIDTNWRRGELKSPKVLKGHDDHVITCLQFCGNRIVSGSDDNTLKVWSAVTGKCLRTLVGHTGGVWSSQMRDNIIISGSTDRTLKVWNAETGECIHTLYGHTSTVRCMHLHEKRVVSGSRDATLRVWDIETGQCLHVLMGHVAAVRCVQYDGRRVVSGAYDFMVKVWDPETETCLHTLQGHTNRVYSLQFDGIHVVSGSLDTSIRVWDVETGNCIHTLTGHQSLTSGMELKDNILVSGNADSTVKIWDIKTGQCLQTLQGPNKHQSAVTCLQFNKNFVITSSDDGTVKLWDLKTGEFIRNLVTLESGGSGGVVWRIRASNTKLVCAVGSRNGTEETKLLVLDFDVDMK
MITF primary – inhibitors of human MITF. O75030. AlphaScreen MITF homodimerization, bead proximity signal. inhibition, % at 2.6 µM. hit rate 0.91% among 650,000. AID 1259374; in the data active = inhibition above about 50%;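 also: 0% = vehicle wells with protein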
TEAD-YAP inh – TEAD-YAP interaction inhibition; HEK-TIYL cells, TEAD-Gal4/YAP UAS-luciferase luminescence; inhibition, % at 9.12 µM; hit rate 1.4% among 640,000; in the data active = inhibition above about 32%;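 also: 0% = median of test compound wells and 100% = reference inhibitor wells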
* = called active by the depositor.

molecule,MITF primary,FBW7 activator,GPR151 activ,TEAD-YAP inh
O=C(NC1CCCC1)c1ccc(N2CCC(NCCc3cn4ccsc4n3)CC2)cc1,32,0.5,-1.2,10
O=C(NCc1ccccc1)N(Cc1ccco1)Cc1cc2cc3c(cc2[nH]c1=O)OCO3,15,0.3,-0.4,17
CCCCCOc1ccc(N2C(=O)C3C4C=CC(CC4)C3C2=O)cc1 (stereo not given),1,0.1,1.5,1
CC(C)n1c(N2CCN(Cc3ccc4c(c3)OCO4)CC2)nc2c(NC3CC3)ncnc21,17,0.1,1.0,3
COc1ccc(NC(=O)Cc2cccc3ccccc23)c(OC)c1,-9,-0.2,0.5,-8
CCCCNC(=O)CCN1N=C(c2ccccc2)CCC1=O,7,0.1,0.9,4
Cc1cc(C)cc(N=C2NC(=O)/C(=C\c3ccc(-c4ccc(Cl)cc4Cl)o3)S2)c1,15,0.8,0.2,7
CCOc1cc(/C=C2/Sc3ccccc3C2=O)ccc1O,12,-0.1,-0.6,-23
O=C(Cn1cccc1)NCc1ccc(F)cc1,3,0.3,-0.4,-13
O=C(c1ccccc1)N(Nc1ccccc1)c1ccccc1,-6,-0.1,0.3,10
O=c1oc2ccc(Br)cc2cc1-c1nnc(Nc2cccc(C(F)(F)F)c2)s1,-3,-0.2,-1.1,2
O=C(CSc1nncn1-n1cccc1)Nc1ccccc1,-2,-0.1,-1.9,-8
CCOC(=O)c1cnn(-c2ccc(OC)cc2)c1CNCc1cc(C)no1,-1,-0.1,-0.5,12
O=S(=O)(Nc1cccnc1)c1ccc(Br)s1,9,0.1,0.6,7
COc1ccc(-c2nc(-c3cccc(C)c3)no2)cc1[N+](=O)[O-],2,-0.1,-0.2,2
C=CCNS(=O)(=O)c1cc(C)ccc1C,15,0.4,-0.4,-17
CC1(c2cccc(OCc3ccc(Cl)cc3)c2)NC(=O)NC1=O (stereo not given),-2,-0.1,-0.7,-4
Cc1ccc2c(c1)cc1c(=O)n(CC(=O)N3CCCCCC3)nc(C)n12,2,0.0,0.1,-1
COc1ccc(-c2csc(=Nc3ccc4[nH]c(=O)[nH]c4c3)n2C)cc1,8,-0.2,-0.1,-22
O=S1(=O)CCC(COS(=O)(=O)c2ccccc2)C1 (stereo not given),20,0.0,-0.6,-5
COc1ccc(CSc2nnnn2-c2ccc(F)c(Cl)c2)cc1,0,0.1,-0.6,-9
CCC(C)NC(=O)c1ccc(CN2CCN(c3ccccc3)CC2)cc1 (stereo not given),4,0.5,1.6,3
c1cn(-c2ccc(Nc3nc4ncnc(NC5CC5)c4[nH]3)cc2)cn1,11,0.0,-2.1,45*
CN(C(=O)c1ccccc1Cl)c1ccccc1,-10,0.2,-1.7,-3
O=C(Nc1ccc(Br)cc1F)NC1CCCCC1,-4,-0.1,6.6*,-45
CC(=O)C1=C(c2ccc(C)cc2)N(C(C)=O)n2c(nnc2-c2ccccc2)S1,-17,0.0,4.5,-4
O=C(CSc1nc2[nH]ncc2c(=O)[nH]1)Nc1cccc([N+](=O)[O-])c1,3,-0.4,0.6,-2
COc1ccccc1NC(=O)NC(C)c1ccccc1 (stereo not given),-16,0.0,0.4,-9
CC1=C(C(=O)c2ccccc2)C(c2ccccc2C(F)(F)F)NC(=O)N1 (stereo not given),9,0.0,-3.4,-11
O=c1[nH]c2nc(-c3ccc(N4CCOCC4)cc3)cnc2n1C1CCCCC1,4,0.1,0.8,-3
CCCc1noc(CN2CCN(c3cc(C)ccc3C)CC2)n1,2,0.1,-0.5,-2
Cc1cccc(-c2nc(Oc3ccc(C#N)cc3)c3ccccc3n2)c1,-1,0.0,-0.1,2
Cc1cc(OCC(=O)Nc2cccnc2)cc(C)c1Cl,13,0.2,-0.9,6
CC(C)CCNC(=O)CNC(=S)N(Cc1cccs1)C1CCCCC1,-8,-0.1,0.7,-3
CC(=O)c1ccc(NC(=O)c2cc3cc([N+](=O)[O-])ccc3oc2=O)cc1,2,-0.2,1.3,1
COc1ccc(CCN(C)C2CCCN(Cc3ccccc3OCCO)C2)cc1OC (stereo not given),3,0.1,1.4,-4
COc1cc(C(=O)OCC(=O)NCC(F)(F)F)ccc1OC(F)F,3,0.0,0.6,-3
c1ccc(OCCNc2ccnc(N3CCC(N4CCOCC4)CC3)n2)cc1,1,0.2,0.5,-12
Cc1ccc(S(=O)(=O)N(C)CC(=O)O/N=C(\N)c2ccc([N+](=O)[O-])cc2)cc1,-3,-0.2,-0.4,-12
CC[n+]1c(-c2ccc(C)cc2)csc1Nc1c(C)cc(C)cc1C,22,0.1,2.9,5
CC(=O)C1C(=O)CC(C)(O)C(C(C)=O)C1c1ccc(C(C)(C)C)cc1 (stereo not given),1,0.1,-0.3,6
Cc1cc(NC(=O)CCCn2nc([N+](=O)[O-])c(Br)c2C)no1,1,0.6,-0.1,-2
CC(NC(=O)c1ccnc(C(C)(C)C)c1)c1ccccc1 (stereo not given),17,0.1,0.8,5
CCOC(=O)c1[nH]c(C)c(C(=O)N2CCN(C(=O)OCC)CC2)c1C,-15,-0.1,0.5,-5
COCCCN(C)C1CCN(C(=O)Nc2ccc(F)cc2)CC1,2,-0.4,0.5,-3
CCCSCCCNC(=O)Cn1cccc1C(=O)c1ccccc1,-5,-0.2,0.4,-6
CCOC(=O)N1CCC(n2c(SCC(=O)c3ccc(F)cc3)nc3ccccc3c2=O)CC1,16,0.1,0.0,-2
COc1cccc(N2C(=O)C3C4c5ccccc5C(c5ccccc54)C3C2=O)c1 (stereo not given),25,0.2,3.1,-1
CCOC(=O)c1ccc2c(c1)C1C=CCC1C(c1ccc(Cl)cc1)N2 (stereo not given),12,0.2,-1.4,10
CC(=O)N1CCN(C(=S)NC(=O)c2ccc(F)cc2)CC1,7,0.0,1.3,1
O=C(NNc1ccc([N+](=O)[O-])cc1S(=O)(=O)N1CCOCC1)NC1CCCCC1,18,0.1,-0.4,1
Cc1sc(N2CCN(C)CC2)nc1-c1ccc(Br)cc1,-3,-0.2,-2.0,-7
CCC(=O)N(Cc1cc2cc(C)ccc2[nH]c1=O)C1CC1,-4,0.2,-0.3,-19
COc1ccccc1-n1cnc2cc(NC(=O)c3ccc(C)cc3)ccc21,6,0.6,-1.4,-1
O=C(NNC(=O)c1ccccn1)NC12CC3CC(CC(C3)C1)C2,6,-1.0,0.1,-25
CC(C)(C)NC(=O)NC(=O)COC(=O)Cc1c(Cl)cccc1Cl,3,0.1,2.7,6
CC(=O)N/C(=C\c1ccccc1)C(=O)NC(CC(C)C)C(=O)O (stereo not given),7,-0.5,0.2,7
CCOC(=O)c1sc(Nc2nc(C)c(CC)c(OC)n2)nc1C,4,0.0,-0.3,-2
N#Cc1ccc(OCC(=O)OCc2ccc(Br)cc2)cc1,13,-0.2,-0.4,1
CC(=O)CC(C(=O)O)c1c[nH]c2ccccc12 (stereo not given),-4,-0.1,-0.3,5

The list continues.
molecule,MITF primary,FBW7 activator,GPR151 activ,TEAD-YAP inh
O=C(c1ccccc1)c1ccc(C(=O)N2CCCC2)o1,16,0.8,-0.8,-73
COC(=O)COc1ccc(S(=O)(=O)N2CCN(c3ccccc3OC)CC2)cc1,11,0.0,-0.1,3
CC(C)CCOc1ccc(Cn2c3ccc(Br)cc3c3nc4ccccc4nc32)cc1,-4,0.0,-0.5,-1
COCCn1c(=O)[nH]c(=O)c2cc(C(=O)c3cc(Cl)ccc3O)cnc21,-8,-0.1,0.0,2
O=C(Nn1c(-c2cccc(Cl)c2)nc2ccccc2c1=O)c1cnccn1,6,-0.1,-1.3,-1
COc1ccccc1NC(=O)C1=C(C)NC(=S)NC1c1ccc([N+](=O)[O-])cc1 (stereo not given),-1,-0.1,0.0,-6
Cc1ccc2c(c1)N(C(=O)Cn1cnc3c(oc4ccccc43)c1=O)CCO2,-7,-0.1,0.5,4
CCOC(=O)N1CCN(C(=O)c2ccc(N3CC4CC(C3)c3cccc(=O)n3C4)c(NC(=O)c3cc(OC)c(OC)c(OC)c3)c2)CC1 (stereo not given),5,-0.1,-0.6,3
O=C(CSc1ncccn1)Nc1ccc(C2CCCCC2)cc1,3,0.2,0.2,-1
CCOC(=O)CC1C(=O)NCCN1Cc1cccc(C(F)(F)F)c1 (stereo not given),10,0.0,-0.4,-4
O=C(NCc1ccccc1)c1cc2ncc(-n3cc([N+](=O)[O-])cn3)cn2n1,-1,-0.1,0.7,5
CC(C)NC(=O)c1ccc(Cl)c(S(=O)(=O)N2CCOCC2)c1,-10,0.1,-0.2,2
COc1ccccc1NS(=O)(=O)c1cccc(NC(=O)c2[nH]c(C)c(C(C)=O)c2C)c1,6,0.0,0.0,22
Cn1c2ccccc2c2nnc(SCC(=O)Nc3sc4c(c3C#N)CCCC4)nc21,0,-0.1,2.3,4
Cc1cc2c(Nc3cccc(C(=O)O)c3)ncnc2s1,16,-0.3,-2.9,2

The last 4 records of the part above open the next one:
molecule,MITF primary,FBW7 activator,GPR151 activ,TEAD-YAP inh
CC(C)NC(=O)c1ccc(Cl)c(S(=O)(=O)N2CCOCC2)c1,-10,0.1,-0.2,2
COc1ccccc1NS(=O)(=O)c1cccc(NC(=O)c2[nH]c(C)c(C(C)=O)c2C)c1,6,0.0,0.0,22
Cn1c2ccccc2c2nnc(SCC(=O)Nc3sc4c(c3C#N)CCCC4)nc21,0,-0.1,2.3,4
Cc1cc2c(Nc3cccc(C(=O)O)c3)ncnc2s1,16,-0.3,-2.9,2
CCN(CC)c1nc(NCCN(C(C)C)C(C)C)nc(NC2CCN(Cc3ccccc3)CC2)n1,-15,0.3,-3.0,-8
CCN1CC=C2C(C#N)=C(N)C(C#N)(C#N)C(c3cccc(OC)c3OC)C2C1 (stereo not given),-10,0.1,-0.7,-1
Cc1cc(C(=S)N=P(N(C)C)(N(C)C)N(C)C)c(C)n1-c1ccccc1,8,0.0,-0.9,5
CCCN(C(=O)Cc1c(C(=O)O)n(CC)c2ccccc12)c1cccc(C)c1,0,-0.3,0.3,3
Clc1cccc(-n2ncnc2-c2ccc(Br)cc2)c1,-1,-0.1,-0.9,3
COc1ccc(C(=O)/C(=C\c2ccc(C)o2)c2nc3ccccc3o2)cc1,3,-0.3,-0.6,38*
COc1ccc(C(=O)N2CCN(Cc3cccnc3)CC2)cc1,67*,0.1,0.5,-2
Cn1ccnc1C(NC(=O)c1ccc(F)cc1)c1ccc(F)c(F)c1 (stereo not given),7,-0.2,0.7,-3
Cc1c(CCC(C)C)c(N2CCN(CCO)CC2)n2c(nc3ccccc32)c1C#N,4,-0.1,1.5,6
COc1ccc(-c2cc(C(=O)Nc3ccc(C(C)C)cc3)c3ccccc3n2)c(OC)c1,-2,-0.2,-1.3,-4
O=C1Nc2ccccc2C(=O)N2CCC[C@H]12,-12,0.2,1.6,-25
Cn1nc(SC(=N)N)c(=O)n(C)c1=O,-6,0.0,0.3,0
COc1ccc(N2CCN(S(=O)(=O)c3ccsc3C(=O)NC3CCCCCC3)CC2)cc1,20,0.4,-0.4,-10
O=C(CC(NCc1ccccc1)C(=O)O)Nc1cccc(C(F)(F)F)c1 (stereo not given),89*,0.2,3.7,-4
COC(=O)c1ccc(C(=O)OC)c(NC(=O)c2ccccc2F)c1,4,1.1,1.6,9

Full records as entered above.
CCN1CC=C2C(C#N)=C(N)C(C#N)(C#N)C(c3cccc(OC)c3OC)C2C1 (stereo not given) is entered as MITF primary: -10; FBW7 activator: 0.1; GPR151 activ: -0.7; TEAD-YAP inh: -1
COc1ccc(C(=O)N2CCN(Cc3cccnc3)CC2)cc1 is entered as MITF primary: 67*; FBW7 activator: 0.1; GPR151 activ: 0.5; TEAD-YAP inh: -2

(continued)
molecule,MITF primary,FBW7 activator,GPR151 activ,TEAD-YAP inh
Cc1cccc(NC(=O)CCC(=O)c2ccc(F)cc2)c1C,8,0.0,0.6,6
CCCCOc1ccc(-c2csc(-c3cc4ccccc4oc3=O)n2)cc1,2,-0.1,1.6,-3
CS(=O)(=O)N(Cc1ccccc1)Cc1ccccc1,24,0.3,0.6,5
COc1ccc(C(=O)NC(=S)N2CCN(c3ccccc3O)CC2)cc1,10,0.1,0.7,7
O=C(COc1ccc(Cl)cc1)NNC(=O)C(c1ccccc1)c1ccccc1,-5,-0.1,-0.1,6
CC1CCCN(C(=O)CCCCCn2c(=S)[nH]c3ccccc3c2=O)C1 (stereo not given),-1,-0.2,-1.5,-2
